# Source: PubChem (several laboratories)
# CSM14.1 death rescue – rescue of cells from ER stress-induced death, primary screen, 384-well, CSM14.1, thapsigargin, ATP luminescence (AID 1222). CSM14.1 thapsigargin-induced death rescue, ATP luminescence; higher % means a stronger effect. cellular ATP content (survival), % at 20 µM, or EC50 in µM where a hit was titrated. 190,000 tested, under 10 active;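 active = EC50 below 50 µM in the dose-response confirmation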;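 note: death triggered by thapsigargin at about 15 µM added after 2 h compound pretreatment; cell ATP read after overnight thapsigargin exposure of roughly 18 to 22 hours; normalized against plate controls of thapsigargin alone and 5% DMSO vehicle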
# Lipid droplet – hepatic lipid droplet formation modulation; AML12 mouse hepatocytes, oleate lipid droplets, BODIPY imaging; 0.4% of 240,000 active; inhibition, % at 6.5 µM;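 active = lipid droplet intensity inhibited by at least 50%, with more than 500 cells counted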
#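 Material: mouse AML12 hepatocyte cell line, fixed after treatment; Timing: compound with oleate, overnight; Technique: high-content imaging of BODIPY-stained droplets and DAPI nuclei; Probe or stimulus: oleate, 100 µM final; Dosing: compound at 6.5 µM only.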
# WT yeast gro inh – growth inhibition of WT yeast, mitochondrial fusion screen. inhibition, % at 10 µM. 2.1% of 190,000 active. mitochondrial fusion phenotypic screen, WT strain; in the data active = inhibition above about 58%; tested in S. cerevisiae
# TNAP activators – stimulation of alkaline phosphatase TNAP activity – biochemical, luminescent, no phosphate acceptor, uHTS, primary screen (AID 1001); purified TNAP, luminescent activation assay, no phosphate acceptor; higher activation fold means a stronger effect; activation fold at 20 µM; hits with a dose series show EC50 in µM; 0.03% of 200,000 active; in the data active = activation fold from about 3, or a potency from the dose series; inactive = the rest, 99 in 100 with activation fold below about 1.6; note: many of its hits are not listed in these tables
# Myeloid diff 2 – compounds promoting myeloid differentiation; ER-HoxA9 myeloid progenitors, lysozyme-GFP differentiation, flow cytometry; calls only at 10 µM; 1% of 360,000 active;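 active = normalized GFP-positive differentiation at or above the plate's own cutoff, the solvent-only control mean plus 3 SD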;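 note: cells exposed to compound for four days before flow analysis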
# M1AAP inhibition – malaria alanyl aminopeptidase activity blockers – biochemical, fluorogenic H-Leu-NHMec substrate, 1536-well (AID 1445). 0.42% of 220,000 active. one-dose inhibition, % at 30 µM; IC50 in µM for titrated hits. recombinant M1AAP, H-Leu-NHMec fluorogenic kinetic assay; higher % means a stronger effect;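 active = primary inhibition above the hit cutoff, then over 50% inhibition at one or more dose response concentrations, cut at about 23% in these data, passing the limit was not always enough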;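 note: plate controls were DMSO full reaction for no effect and no enzyme background for full effect; strong numbers were not always called active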
# K1F lysis inhibition – protection from phage-mediated lysis, alamar blue read-out – E. coli UTI89, K1F phage, bacterial capsule biogenesis inhibitors (AID 488966); E. coli UTI89 K1F phage lysis, alamar blue, 2 h; higher % means a stronger effect; inhibition, % at 100 µM, or IC50 in µM where a hit was titrated; 0.02% of 340,000 active;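 active = phage lysis inhibition, versus mean bacterial control, above a set limit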;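 note: capsule biogenesis inhibitors block K1F phage lysis so surviving cells raise fluorescence; higher fluorescence means more inhibition of phage lysis; actives were called in the ten point dose series up to 300 µM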
# PMI inhibition – MPI inhibition at elevated mannose 6-phosphate – biochemical, fluorescence intensity, high mannose 6-phosphate, primary screen (AID 1220); recombinant PMI enzyme, coupled fluorescence intensity; higher % means a stronger effect; 0.66% of 190,000 active; inhibition, % at 20 µM; hits with a dose series show IC50 in µM
# human PMI inhibition – inhibitors of human PMI, primary screen, biochemical, fluorescence intensity, coupled assay (AID 1209); purified PMI enzyme, coupled fluorescence intensity; higher % means a stronger effect; inhibition, % at 20 µM; hits with a dose series show IC50 in µM; 0.42% of 190,000 active;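 note: plate controls were DMSO vehicle for no effect and wells lacking substrate for full effect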
# WT yeast gro inh mutant strain – second read-out of WT yeast gro inh, no call of its own (marks repeat the call); inhibition, %; mitochondrial fusion phenotypic screen, mutant strain inhibition
# Lipid droplet cells 6.5 µM – also measured in Lipid droplet; calls as there; cell count; measured here: cell count, cytotoxicity flag;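 cells counted across two imaged fields per well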
# Myeloid diff 2 GFP+ MAC1+ % – further read-out of Myeloid diff 2, marked with its call; GFP+ MAC1+ double positive, %; measured here: differentiation confirmed by MAC1 staining
# The depositor's hits bear a star; i = inactive; . = not tested or not shown; [ ] = remark or other dose. Cut-off read from the data, not from the text of the source, unless noted: active = inhibition above about 50%; inactive = the rest.
# The first 3 records, ahead of the listing:
SMILES,CSM14.1 death rescue,Lipid droplet,Lipid droplet cells 6.5 µM,WT yeast gro inh,WT yeast gro inh mutant strain,TNAP activators,Myeloid diff 2,Myeloid diff 2 GFP+ MAC1+ %,M1AAP inhibition,K1F lysis inhibition,PMI inhibition,human PMI inhibition
Cc1cc(C)nc(SCCN2CCOCC2)n1,-0.9%,18,799,-9,2,1.2,i,0.6,4%,1.6%,-13%,-8%
CC1CC1C(=O)OCC(=O)c1c(N)n(C)c(=O)n(C)c1=O (stereo unspecified),-2.6%,14,699,8,-2,0.9,i,0.4,14%,-0.4%,-11%,-14%
COc1cc(CCC(=O)Nc2cccc(S(=O)(=O)N(C)C)c2)cc(OC)c1OC,1.4%,-15,652,2,18,1.1,i,2.2,3%,2.0%[50 µM],10%,7%

# Main list, from the first entry:
SMILES,CSM14.1 death rescue,Lipid droplet,Lipid droplet cells 6.5 µM,WT yeast gro inh,WT yeast gro inh mutant strain,TNAP activators,Myeloid diff 2,Myeloid diff 2 GFP+ MAC1+ %,M1AAP inhibition,K1F lysis inhibition,PMI inhibition,human PMI inhibition
Cc1cc(C)nc(SCCN2CCOCC2)n1,-0.9%,18,799,-9,2,1.2,i,0.6,4%,1.6%,-13%,-8%
CC1CC1C(=O)OCC(=O)c1c(N)n(C)c(=O)n(C)c1=O (stereo unspecified),-2.6%,14,699,8,-2,0.9,i,0.4,14%,-0.4%,-11%,-14%
COc1cc(CCC(=O)Nc2cccc(S(=O)(=O)N(C)C)c2)cc(OC)c1OC,1.4%,-15,652,2,18,1.1,i,2.2,3%,2.0%[50 µM],10%,7%
O=C(CSc1ncc(-c2ccc(F)cc2)[nH]1)NCc1ccco1,-0.7%,.,.,-5,-10,1.2,i,7.3,2%,0.2%,13%,9%
COc1ccc(NC(=O)N2CCN(S(C)(=O)=O)CC2)c(OC)c1,3.0%,3,648,8,-1,1.1,i,0.1,-5%,0.3%,5%,2%
COc1ccc(CN2CCN(C(C)C)C(CCO)C2)cc1Cn1cccn1 (stereo unspecified),-0.8%,8,659,2,6,1.1,i,0.1,-4%,0.3%,-6%,-3%
CCS(=O)(=O)c1ccc(O)c(NC(=O)COc2ccc(OC)cc2)c1,0.0%,-4,626,0,-7,1.1,i,0.4,-2%,-5.4%,-2%,10%
N#CC(C#N)=Cc1ccc(OCC(=O)N2CCOCC2)cc1,-1.6%,15,765,-6,1,1.1,i,0.5,8%,0.0%,14%,5%
COC(=O)C1=C(C)NC(=O)/C1=C\c1cc(C)n(-c2cccc(C)c2)c1C,3.1%,23,812,0,2,1,i,1.2,8%,0.8%,-68%,-36%
CCOC(=O)CN(C(=O)CSc1nnc(CNc2ccc(C)cc2C)n1CC)c1ccccc1,-2.8%,.,.,-7,-4,1,i,1.1,4%,-0.6%,-5%,-7%
Cc1cc(NC2CCCCC2)nc(NCc2ccccc2)n1,2.3%,-83,524,46,44,1,i,1.0,8%,1.3%,-4%,-7%
CCOc1nc(NC(=O)NS(=O)(=O)c2cccc(Cl)c2)nc(-c2ccccc2)n1,2.7%,23,675,-10,-3,1.1,i,0.7,0%,2.6%,5%,8%
COc1ccccc1N1CCN(C(=O)CN2C(=O)c3ccccc3C2=O)CC1,2.8%,11,701,5,2,1.2,i,0.4,8%,-0.1%,-2%,-15%
O=C(O)C1CCCN1c1ncccc1[N+](=O)[O-] (stereo unspecified),-1.1%,16,662,7,-12,1,i,0.5,2%,-1.7%,51%*,11%
COc1cccc(N2CCN(c3c(C#N)c(C(F)(F)F)nn3C)CC2)c1,3.7%,2,776,32,46,1.1,i,0.7,9%,-0.1%,6%,15%
NCCNc1ccc([N+](=O)[O-])c(NC2CC2)c1,-1.4%,14,623,-6,-14,0.9,i,0.8,9%,10%,20%,8%
CCOCCCNC(=O)C(c1ccc(OC)cc1)N(Cc1ccc2c(c1)OCO2)C(=O)CNC(C)=O (stereo unspecified),5.7%,43,700,5,-2,1.1,i,0.6,3%,1.2%,-7%,-11%
CCOC(=O)c1c(NC(=O)CN(C)C2CCN(C)CC2)sc(C(=O)Nc2ccccc2)c1C,-1.3%,4,675,5,5,1.1,i,0.3,-6%,0.8%,25%,17%
O=C(NCc1cccnc1)c1ccc(S(=O)(=O)N2CCCCC2)cc1,-0.9%,1,763,-7,-1,1.1,i,4.4,1%,3.5%,0%,4%
Cc1ccc(C(=O)Nc2cnc3ccccc3c2)cc1,-2.8%,-2,765,3,7,1,i,0.6,6%,3.2%,12%,11%
CCOC(=O)N1CC=C2C(C#N)=C(N)C(C#N)(C#N)[C@H](c3cccs3)[C@H]2C1,-2.4%,-2,743,-5,4,1.1,i,6.2,3%,2.7%,-2%,1%
CC(C)OC(=O)CC(=O)CSc1nc2c(cc1C#N)CCCCCC2,-2.2%,4,767,17,1,1.1,i,0.7,11%,1.2%,2%,7%
COc1ccc(S(=O)(=O)N2CCCCCC2)cc1C(=O)OCC(=O)Nc1cc(C)on1,0.2%,-29,603,14,-2,1,.,.,-1%,.,-14%,-12%
Cc1cccnc1NC(=S)NC(=O)c1cncc(Br)c1,-4.0%,.,.,.,.,0.9,i,5.1,7%,4.7%,-5%,-2%
Cc1cccc(C(CC(=O)N2CCCC2)c2ccccc2)c1O (stereo unspecified),11%,.,.,-7,-5,1,i,0.5,4%,2.3%,1%,-11%
COc1ccc(/C=N/NC(=S)Nc2ccccc2)cc1COc1ccc(F)cc1,-4.4%,2,615,18,9,1,i,0.7,15%,0.4%,4%,4%
O=C(O)c1ccc(NC2=C(N3CCOCC3)C(=O)c3ccccc3C2=O)cc1,0.6%,12,564,5,5,0.9,i,1.1,11%,-3.5%,-51%,-59%
COc1ccc(C(=O)CSc2ncn[nH]2)cc1OC,1.1%,.,.,7,13,0.8,i,1.2,4%,0.4%,5%,-3%
O=C(COc1ccccc1)NCC(=O)N/N=C/c1cc(Br)ccc1OCc1ccccc1,-0.7%,8,724,21,0,1,i,1.4,2%,0.0%,6%,6%
O=C(OCCN1C(=O)c2ccccc2C1=O)c1cccc(OC(F)F)c1,-2.3%,.,.,-11,-53,1,i,0.6,10%,0.8%,1%,-8%
CNC(=S)N/N=C/c1ccccc1Cl,-2.1%,0,589,5,17,1.1,i,0.4,4%,-2.2%,-3%,9%
CN1C/C(=C\c2ccc(N3CCOCC3)cc2)C(=O)/C(=C/c2ccc(N3CCOCC3)cc2)C1,-2.1%,-5,627,-13,-4,0.8,i,2.4,10%,0.1%,16%,1%
CC(C)CNc1nc(S(=O)(=O)c2ccccc2)c(Cl)s1,-0.1%,-20,662,12,6,1,i,0.2,-10%,0.1%,-7%,-2%
CCn1c(SCc2nc3ccccc3c(=O)[nH]2)nnc1C(C)NC(=O)c1ccccc1F (stereo unspecified),-0.1%,-2,650,3,-5,1.1,i,1.0,6%,-0.6%,5%,9%
O=C(NC(Cc1ccc(F)cc1)C(=O)O)c1ccccc1 (stereo unspecified),3.5%,13,812,0,-7,1.1,i,0.9,4%,-5.7%,-2%,-3%
O=C1S/C(=C\C=C\c2ccco2)C(=O)N1c1ccc(O)cc1,-2.6%,4,591,11,-11,1,i,1.3,2%,-2.2%,29%,19%
Cc1cc(Cl)ccc1OCC(=O)N/N=C1\CCCc2ccccc21,-0.4%,.,.,13,-12,1,i,6.6,5%,-0.5%,7%,4%
COc1nnc(-c2ccc(N3CCOCC3)c(NC(=O)c3ccco3)c2)c2ccccc12,-2.3%,6,700,24,-7,1.1,i,0.2,-3%,1.2%,7%,9%
COCCNC(=O)c1ccc2c3n(nc2c1)-c1ccc(C)cc1CO3,.,-11,768,.,.,.,i,2.7,2%,0.5%,.,.
CCc1ccc(Nc2cc(C(=O)NCCCN3CCOCC3)c3ccccc3n2)cc1,-2.9%,.,.,20,1,1.1,i,1.3,5%,-1.6%,21%,5%
Cc1ccc(C2C3=C(CC(C)(C)CC3=O)Nc3onc(C)c32)cc1 (stereo unspecified),3.0%,5,807,1,5,1,i,0.9,9%,-0.2%,-4%,5%
CCCc1nc2ccc(NC(=O)c3cccs3)cc2c(=O)n1Cc1ccccc1Cl,-1.9%,-2,507,8,4,1.1,i,0.1,6%,2.1%,18%,25%
CSc1nc(-c2ccco2)nn1C(=O)c1cccs1,5.2%,3,762,10,14,1.1,i,0.6,4%,0.6%,-4%,-3%
CC(CCc1ccccc1)N(C)CC(O)c1cccc([N+](=O)[O-])c1 (stereo unspecified),.,6,752,.,.,.,i,0.4,3%,0.4%,.,.
COc1cccc(CN2CCN(Cc3nc(C(C)C)cs3)CC2CCO)c1 (stereo unspecified),0.1%,1,727,-2,6,1.1,i,0.1,-1%,-0.1%,.,.
CC(C)c1cccc(OCCCCN(C)C)c1,-3.6%,2,706,2,16,1.1,i,0.4,4%,2.1%,9%,14%
Cc1ccc2oc(=O)c3cnn(CC(=O)N4CCCCC4C)c3c2c1 (stereo unspecified),0.3%,25,706,-1,-1,1.1,i,3.8,4%,-0.8%,3%,4%
O=C(COC(=O)CNC(=O)c1ccc(-c2ccccc2)cc1)NCc1ccco1,-1.2%,-6,727,2,13,1.1,i,0.6,12%,0.3%,6%,0%
CCOC(=O)N1CCN(C(=O)CSc2nc3c(cnn3-c3ccc(C)cc3)c(=O)[nH]2)CC1,2.4%,5,668,2,1,1.1,i,5.2,4%,5.8%,-10%,7%
CCN(CCCCCCN)c1ccc2c(=O)[nH][nH]c(=O)c2c1,0.8%,19,760,4,10,1,i,0.1,15%,-0.9%,-1%,-5%
CCCCN(Cc1cc2cccc(C)c2[nH]c1=O)S(C)(=O)=O,.,-1,704,.,.,.,i,0.6,5%,-1.1%[50 µM],.,.
CCOC(=O)C1CCN(C(=O)NC23CC4CC(CC(C4)C2)C3)CC1,-2.2%,-7,583,-3,-19,1.1,i,8.2,10%,0.2%,20%,21%
CCOC(=O)CSc1nnc(SCCN2C(=O)c3ccccc3C2=O)s1,-2.0%,12,807,-10,-2,1,i,0.5,8%,-0.1%,0%,0%
C/C(Cl)=C\Cn1c(Nc2ccccc2)nc2c1c(=O)n(C)c(=O)n2C,-0.8%,.,.,10,26,1.1,i,2.1,8%,-1.0%,6%,1%
COc1ccc(N2CCN(C(=O)Cn3nnc(-c4ccc(N(C)C)cc4)n3)CC2)cc1,-0.8%,8,741,0,10,1.1,i,0.0,-1%,.,-14%,-17%
CC1(C)Cc2cccc(OCC(=O)Nc3ccccc3N3CCOCC3)c2O1,-1.2%,.,.,35,21,0.9,i,0.8,1%,4.9%,8%,1%

# Rows were taken by chance, and some 4.6% of all compounds hit somewhere here.
